Compound activity from PubChem.
TAAR1 antagonist – human TAAR1 antagonism; inhibition, % at 3 µM; Q96RJ0; hit rate 1.5% among 360,000; CHO RD-HGA16 TAAR1, Fluo-8 calcium fluorescence, antagonist; AID 624466;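 active = inhibition above a per-plate cutoff, the mean inhibition of test compounds on that plate plus 3 SD, cut at about 49% in these data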;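 also: 0% = DMSO plus EC80 beta-PEA response and 100% = DMSO alone without agonist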
Target sequence (Q96RJ0 whole entry, looked up): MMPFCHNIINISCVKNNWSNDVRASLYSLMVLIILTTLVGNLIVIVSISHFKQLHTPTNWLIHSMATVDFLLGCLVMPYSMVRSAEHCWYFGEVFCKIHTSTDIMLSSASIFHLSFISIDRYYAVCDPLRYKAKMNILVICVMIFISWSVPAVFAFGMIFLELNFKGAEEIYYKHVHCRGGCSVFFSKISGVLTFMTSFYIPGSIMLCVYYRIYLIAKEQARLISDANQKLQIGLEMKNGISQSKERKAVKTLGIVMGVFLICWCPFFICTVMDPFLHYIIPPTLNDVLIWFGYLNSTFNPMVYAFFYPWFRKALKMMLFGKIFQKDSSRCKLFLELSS
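System: CHO RD-HGA16 cells bearing hTAAR1. Reagent: EC80 β-phenethylamine stimulus. Schedule: seeding 17-24 h prior, 75-min 37 °C, 30-min RT dye loading. Signal: Fluo-8 intracellular calcium dye fluorescence, real-time kinetic reads. Read-out: % inhibition from peak post-agonist over basal fluorescence ratio. Benchmarks: vehicle wells and EC80 agonist wells. Replicates: n of 1.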
CHRM1 agonist – activates human CHRM1 receptor; hit rate 0.33% among 360,000; P11229; CHO-K1 hM1, Fluo-8 calcium fluorescence, agonist mode; 0% DMSO, 100% acetylcholine EC100; AID 588814; activation, % at 3 µM;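 active = activation above the run's mean compound activation plus 3 SD, cut at about 16% in these data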;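 also: peak over basal fluorescence ratio within a 140 s kinetic read after compound addition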
TAAR1 ag – human TAAR1 agonism; CHO RD-HGA16 TAAR1, Fluo-8 calcium fluorescence; vehicle wells 0%, saturating PEA agonist 100%; activation, % at 3 µM; hit rate 0.99% among 360,000;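 active = activation above the mean activation of all test compounds in the run plus 3 SD, cut at about 38% in these data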
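System: CHO-derived RD-HGA16 cells with stable Gα16 and human TAAR1 / Times: 17-24 h plating, Fluo-8 75 min 37 °C, 30 min RT / Technique: calcium-sensitive Fluo-8 signal, excitation 470-495, emission 515-575 nm / Measure: % activation relative to PEA EC100 response / Benchmarks: DMSO and PEA EC100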
CHO-K1 Ca PAM – M1 PAM counterscreen hit in parental CHO-K1 cells; ATP EC20, Fluo-8 calcium fluorescence; 0% at ATP EC20, 100% at ATP max; hit rate 0.02% among 360,000; activation, % at 3 µM; AID 602247;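 active = activation above the run cutoff, the mean activation of all test compounds plus 3 SD, cut at about 40% in these data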;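 also: peak over basal fluorescence ratio in a 140 s read after ATP addition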
M1 ag parental – nonselective activator or artifact in parental CHO-K1 cells; activation, % at 3 µM; Fluo-8 calcium fluorescence; scaled to maximal ATP response, vehicle zero; hit rate 0.48% among 360,000; in the data active = activation above about 15%;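 also: untransfected CHO-K1 host cells lacking M1 receptor as counterscreen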
CHO-K1 Ca antag – M1 antagonist counterscreen hit in parental CHO-K1 cells | ATP-induced calcium, Fluo-8 fluorescence | inhibition, % at 3 µM | hit rate 0.6% among 360,000;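 active = inhibition above a per-plate cutoff, the plate's mean sample inhibition plus 3 SD, cut at about 24% in these data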;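 also: 0% = DMSO plus EC80 ATP and 100% = DMSO alone without ATP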
OXTR potentiator – potentiates the human oxytocin receptor response. hit rate 0.061% among 320,000. CHO-OTR cells, Fluo-8 calcium fluorescence, potentiator mode; 0% = oxytocin EC15, 100% = EC100. activation, % at 3 µM;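 active = activation above that plate's cutoff, the mean activation of tested compounds plus 3 SD, cut at about 6.6% in these data, passing the limit was not always enough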;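 also: 100% uses oxytocin at 75 nM as the full agonist control; some results filed as inactive read as strong as hits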
Target sequence (P30559 whole entry, looked up): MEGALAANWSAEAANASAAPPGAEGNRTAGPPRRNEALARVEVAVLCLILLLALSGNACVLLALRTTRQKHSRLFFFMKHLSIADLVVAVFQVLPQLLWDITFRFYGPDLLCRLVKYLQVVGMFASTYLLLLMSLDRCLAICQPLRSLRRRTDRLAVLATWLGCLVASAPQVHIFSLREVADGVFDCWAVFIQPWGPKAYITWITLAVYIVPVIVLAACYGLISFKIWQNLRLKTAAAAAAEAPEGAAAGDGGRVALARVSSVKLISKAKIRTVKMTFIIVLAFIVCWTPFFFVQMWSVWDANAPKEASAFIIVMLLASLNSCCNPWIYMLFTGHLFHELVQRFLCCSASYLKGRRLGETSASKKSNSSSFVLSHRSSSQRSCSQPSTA
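test system = CHO-OTR cells, human receptor | compound = single-point 3.0 µM | schedule = 6 min compound pre-incubation at room temperature, 100 s kinetic read | signal = Fluo-8 no-wash calcium dye fluorescence, excitation 470-495 nm, emission 515-575 nm | repeats = single well per compound, singlicate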
M1 antag – blocks human M1 muscarinic receptor; P11229; CHO-K1 hM1, Fluo-8 calcium fluorescence, ACh EC80 antagonist; inhibition, % at 3 µM; hit rate 1.3% among 360,000;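 active = percent inhibition above its own plate's cutoff, namely the mean of that plate's compound wells plus 3 SD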;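 also: peak over basal fluorescence ratio during 140 s after agonist addition; 0% = ACh EC80 plus DMSO and 100% = DMSO alone without agonist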
CHO parental Ca – signal in parental CHO cells, OX1R antagonist counter-screen; parental CHO-K1, ATP-induced calcium, Fluo-8 fluorescence; inhibition, % at 5.6 µM; hit rate 0.63% among 330,000; AID 463079;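 active = inhibition above that plate's mean sample inhibition plus 3 SD, cut at about 26% in these data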;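 also: 0% = ATP-challenged DMSO wells and 100% = DMSO wells without ATP; some compounds past the cut are filed as inactive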
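Assay system: parental CHO cells; Read-out basis: percent inhibition of ATP-evoked calcium rise, normalized to controls; Benchmarks: ATP and no-ATP DMSO wells; Compound dosing: single nominal dose of 5.6 µM per compound; Signal: Fluo-8 calcium dye fluorescence; Also added: ATP as calcium-mobilizing challenge; Repeats: singlicate.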
* marks the source's active call; other numbers are inactive results; / = not tested or not shown.

Values run as follows: TAAR1 antagonist, CHRM1 agonist, TAAR1 ag, CHO-K1 Ca PAM, M1 ag parental, CHO-K1 Ca antag, OXTR potentiator, M1 antag, CHO parental Ca
- COc1ccc(NC(=O)CCSc2ccc(F)cc2)cc1
    -3, -4, 5, -12, 2.0, -11, -11, 12, -4
- O=C(Nc1ccccc1F)c1cc(C(=O)Nc2ccccc2F)cc([N+](=O)[O-])c1
    7, 1, 4, 12, 3.2, -6, -1, -20, -13
- COc1ccc(NC(=O)Nc2ccc(C(=O)N3CCOCC3)cc2)c(OC)c1
    6, -5, 5, 29, 1.1, -5, -5, -8, 11
- CCCN(C(=O)Cn1nc(C)c([N+](=O)[O-])c1C)c1c(N)n(Cc2ccccc2)c(=O)[nH]c1=O
    -11, 0, 0, -16, 0.2, -10, -3, -19, 1
- Oc1ccc2ccccc2c1CN1CCCCC1
    -21, -3, 6, 6, 0.5, -9, /, -1, /
- O=C(c1ccc(S(=O)(=O)NCc2ccco2)cc1)N1CCN(Cc2ccccc2F)CC1
    -8, -3, 5, 1, 0.9, 1, /, 10, /
- COC(=O)C(CCSC)NS(=O)(=O)c1ccc(Cl)cc1 (stereo not given)
    -20, -8, 4, 15, 2.0, 1, -3, -6, 0
- Cc1ccccc1C(=O)NCC(=O)O
    5, -3, 4, 3, 0.2, -17, -3, -8, -1
- CCOC(=O)C1CCCN(C(=O)CCNC(=O)Cn2ccc3ccccc3c2=O)C1 (stereo not given)
    -1, -1, -2, 12, 0.2, -17, -2, -16, 0
- Cn1nc([N+](=O)[O-])c2c(-c3nc4ccccc4s3)c(N)n(C3CCCCC3)c2c1=O
    5, -1, 5, -5, -0.4, -1, -11, -12, -14
- Cc1csc2ncc(C(=O)NCc3ccccn3)c(=O)n12
    -4, -2, 1, -5, -0.3, 15, -4, -6, -11
- CC(C)C(=O)Nc1ccc(C(=O)NN2C(=O)c3ccccc3C2=O)cc1
    -4, -6, 4, 12, 0.5, 0, -4, -10, 0
- Cc1ccc(/C=C/C(=O)Nc2cc(S(=O)(=O)N3CCCCCC3)ccc2OCC(F)(F)F)o1
    -14, -7, 0, 7, 0.6, 3, -6, 6, -3
- Cn1c(CSc2nc3ccccc3s2)nc2ccccc21
    9, -6, 15, 12, 4.7, 5, -6, -6, -15
- COC(=O)c1oc(-c2ccccc2)nc1C
    11, -2, 1, 17, 0.5, -16, -7, 14, -3
- CC(C)N(C(=O)COC(=O)[C@@H]1CC(O)CN1S(=O)(=O)c1ccc(C(C)(C)C)cc1)C(C)C (stereo not given in full)
    4, -1, 5, -15, 0.6, -7, -3, -16, -14
- Cc1ccccc1C(=O)c1cccn1CC(=O)NCCCN1CCc2ccccc2C1
    -2, -15, 2, 10, 1.1, -16, -5, -2, -39
- O=C(CN1CCOCC1)NN=Cc1ccc([N+](=O)[O-])o1
    3, -2, 1, 16, 0.4, -3, /, -16, /
- COC(=O)c1ccc2c(c1)SC1=C(CCCC1=O)N2
    2, -1, 21, 10, 0.9, -10, -9, -9, -1
- CC1(C)Cc2c(oc3ncn4ncnc4c23)CO1
    -4, -4, 4, 0, 0.1, -4, -14, -4, -1
- Cc1cnc(C(=O)OCC(=O)NCCc2ccccc2)cn1
    -3, -4, 18, 10, 0.2, -4, -11, -1, -7
- CCOC(=O)c1c(NC(=O)Nc2ccc(F)cc2)sc2c1CCN(C)C2
    -3, -6, -1, 10, 0.1, -3, 0, -4, -17
- CCCC(=O)Nc1ccccc1N1CCN(C(=O)c2ccccc2)CC1
    -10, -3, 1, 13, 0.4, -4, -3, -10, -21
- On1c(-c2ccc(Cl)cc2Cl)nc2ncccc21
    -10, 0, 4, 2, 1.3, -11, -12, -18, -7
- CC1(C(=O)NS(=O)(=O)c2ccccc2Cl)CCN1C(=O)C/C=C/c1ccccc1 (stereo not given)
    -14, -2, 2, 21, 0.4, -6, /, -10, /
- CC(C)CNS(=O)(=O)c1ccc(CCC(=O)N2CCOCC2)cc1
    1, -2, 6, 18, 0.4, -8, -7, -32, -2
- CC1(NC(=O)C23CC4CC(CC(C4)C2)C3)CCS(=O)(=O)C1 (stereo not given)
    7, -4, 8, 4, 0.2, 2, -11, -16, 4
- O=C(NCCN1CCOCC1)C(Sc1ccccc1)c1ccccc1 (stereo not given)
    4, -3, 4, 14, 0.3, -6, -2, 20, 1
- CC(=O)Nc1ccc(NS(=O)(=O)c2cccc3ccccc23)cc1
    1, 1, 5, 13, 1.9, -12, -8, -4, -3
- O=C1CCc2cc(S(=O)(=O)N3CCN(c4cccc(Cl)c4)CC3)ccc2N1
    7, -1, 0, 6, 0.4, -8, -7, -8, -7
- Cc1ccc(S(=O)(=O)N2C[C@H]3[C@H]4C(=O)N(c5ccccc5)C(=O)[C@H]4C[C@H](OC(=O)NC4CCCC4)[C@@]3(O)C2)cc1
    -4, -2, 2, 17, 0.1, -2, /, -7, /
- CC(OC(=O)CCc1nc2ccccc2c(=O)[nH]1)C(=O)c1ccc(C(C)(C)C)cc1 (stereo not given)
    41, 3, 16, 8, 12, 16, -13, 24, 26
- O=C(Cc1cccc(NC(=O)C2CCCN(C(=O)C3CCC3)C2)c1)Nc1ccc(C(=O)N2CCCCC2)cc1 (stereo not given)
    -23, -3, 1, 29, 0.9, -25, /, -20, /
- Cc1nnc(NC(=O)CSc2nc3[nH]ncc3c(=O)[nH]2)s1
    -2, -5, 1, 22, -0.3, -3, -7, -4, -5
- CCOC(=O)c1nn(-c2ccccc2)c2nnc(Cc3ccc(Cl)cc3)c(=O)n12
    -6, -10, 12, 14, 2.0, -6, -9, -12, -20
- O=C(COC(=O)c1ccc(S(=O)(=O)N2CCCC2)cc1)NCc1cccs1
    -13, -15, 7, 19, 2.1, -2, 3, -2, -11
- O=C(COC(=O)c1ccco1)Nc1ccc2[nH]c(=O)[nH]c2c1
    -19, 0, 0, -12, -0.1, 0, 0, -1, -8
- CCn1nnnc1SCC(=O)Nc1ccc(N(C)C)cc1
    2, -7, 0, -14, 0.3, -14, 1, -4, -1
- O=C1CCN(Cc2ccccc2)C=C1c1ccc(C(F)(F)F)cc1
    11, -3, -1, 12, 1.9, -6, -6, -11, -15
- O=C(N/N=C\c1ccco1)c1cncc(Br)c1
    6, /, 1, /, /, /, -3, /, -11
- O=[N+]([O-])c1ccc(S(=O)(=O)Nc2ccncc2)cc1
    -13, -4, 8, 1, -0.5, -9, -11, -7, 15
- O=C1CC(c2ccco2)Cc2nc(N3CCc4ccccc4C3)ncc21 (stereo not given)
    18, -1, 0, 5, -0.8, 4, -10, -1, 4
- CC1(C)CC(=O)C2=C(C1)NC(SCC(N)=O)=C(C#N)C21CCCCC1
    -38, -3, 12, 11, -0.3, -8, -4, -5, 0
- CCOC(=O)Cc1ncccc1C(=O)Nc1ccc(Oc2ccccc2)cc1
    0, -5, 4, 24, 2.3, -14, -6, -8, -25
- CC(C)(C)C1CCC(N2CCN(c3ccccc3)CC2)CC1 (stereo not given)
    -11, -7, 14, -7, -0.5, -7, 1, 7, -17
- CC(C)(C)n1nnnc1C(c1ccccc1)N1CCN(c2ccccc2)CC1 (stereo not given)
    -15, /, 0, -4, -0.3, 3, /, /, /
- CCC(=O)N(C)C[C@H]1Oc2cc(-c3ccccc3F)ccc2S(=O)(=O)N([C@H](C)CO)C[C@H]1C
    -2, -2, 5, -8, 2.2, -12, /, -7, /
- COc1cccc(CNc2nc3cc(-c4cccc(Cl)c4)sc3c(=O)n2C)c1
    -26, 5, 1, -12, 0.5, 2, /, -5, /
- Cc1ccc(NS(=O)(=O)c2cc3c4c(c2)CC(=O)N4CCC3)cc1C
    -9, 0, 4, 8, 13, -8, -10, 7, 29
- O=C(N/N=C/c1cccs1)c1ccc(-n2cccc2)cc1
    23, -6, 1, 12, 0.8, -6, -17, 1, 2
- COc1ccc(CN(C)C(=O)c2ccc3ccccc3n2)cc1F
    0, -2, 1, 12, 2.4, -4, -4, 1, 8
- CCC(C)NC(=O)[C@@H]1CCCN1C(=O)C1CCN(S(=O)(=O)c2ccc(C)cc2)CC1 (stereo not given in full)
    -2, -3, 0, 5, 0.4, -1, -9, -6, -11
- O=C(NC1CCCN(Cc2ccccc2F)C1)C1CCC1 (stereo not given)
    -10, -5, 1, -18, 0.1, 6, -12, 1, -6
- CCCn1c(=O)c2ccccc2n2c(SCCOc3ccccc3F)nnc12
    6, -3, 7, 2, 1.1, -1, -13, -2, -25
- COc1ccc2cc3c(N)nn(C(=O)Cc4c[nH]c5ccccc45)c3nc2c1
    20, -1, -1, 15, 0.2, -12, -8, -8, -4
- O=C(O)COc1ccccc1/C=N/n1c(C2CCCCC2)n[nH]c1=S
    -3, -4, 1, -2, 0.4, 9, /, -1, /
- COC(=O)c1sccc1NC(=S)N1CC(C)CC(C)C1 (stereo not given)
    -7, -4, 4, 14, 0.5, 4, -10, -6, -30
- CN1CCC(NC(=O)NC2CCCCC2)CC1
    -28, -4, 1, 31, 1.2, -12, 7, -4, -9
- CCCC(=O)Nc1cc(OC)c(OC)cc1C(=O)O
    -19, -1, 7, 2, 0.0, -9, -7, -11, -6
- N=C1C(c2nc3ccccc3s2)=C(O)CN1NC(=O)c1ccco1
    -46, -1, 2, -24, 0.0, 16, -2, 2, -11

More entries.
Values run as follows: TAAR1 antagonist, CHRM1 agonist, TAAR1 ag, CHO-K1 Ca PAM, M1 ag parental, CHO-K1 Ca antag, OXTR potentiator, M1 antag, CHO parental Ca
- Cc1cc(/C=C2\NC(=O)NC2=O)c(C)n1-c1cccnc1
    13, -4, 3, 31, 0.6, -17, -2, -20, 5
- CN(C)C(=O)CSCc1c(Cl)cccc1Cl
    15, -1, 3, 16, 0.7, -16, 4, -33, -10
- CC(=O)N(\C=C/C=C/C=C1\Sc2ccccc2C1=O)c1ccccc1
    9, -2, 10, -2, 0.7, 1, -9, 0, 3
- Cn1c(=O)c(=O)n(C)c2cc(S(=O)(=O)CCC(=O)NCc3ccccc3)ccc21
    1, -2, 1, 14, -0.1, -4, 1, -10, -2
- CCn1c(SCC(=O)Nc2cc(C)on2)nc2c([nH]c3ccccc32)c1=O
    7, -3, 0, -18, 0.4, -6, -3, -13, -7
- O=C(Nc1ccccc1)OCCc1ccccc1
    /, -8, /, 8, 0.5, 7, /, -5, /
- Cc1ccc(-n2c(CSc3nc(C)cc(C)n3)nnc2SCC(=O)Nc2nccs2)cc1
    -21, -1, 0, 3, 0.7, -7, -2, 11, -8
- Cc1ccc(-c2nn(CC(=O)O)c(=O)c3ccccc23)cc1
    -13, -1, 7, 2, 0.0, -3, -2, -7, -3

This is a random part of the collection; overall some 4.2% were active at least once.
